Pemphigus Ab inh = blocks pemphigus antibody binding to human desmoglein-3 | P32926 | DSG3-coupled beads, scFv-anti-DSG3-GFP binding, flow cytometry; stronger effect = lower value | binding (percent of control), % at 10 µM | actives 0.48% (n = 310,000);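 active = binding more than 3 SD below its plate's average and above zero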;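 note: hits lower antibody fragment binding to DSG3; some compounds called inactive have numbers as strong as hits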
Wnt bcat act = activates Wnt/beta-catenin signaling in a reporter cell assay | activator, plate reader | activation, % at 9.35 µM | actives 1.2% (n = 300,000); in the data active = activation above about 30%, passing the limit was not always enough;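 note: 0% = neutral control wells and 100% = positive control wells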
LANA DNA inh = inhibitors of KSHV LANA C-terminal domain DNA binding. actives 0.078% (n = 340,000). MBP-C-LANA/FAM-LBS DNA binding, fluorescence polarization. inhibition, % at 9 µM;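 active = highest replicate inhibition at or above 60% at 9 µM, even if other replicates fall short; inactive = all replicates below 60% inhibition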;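 note: 0% = neutral control wells and 100% = 4 µM acridine orange control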
OPRM1-OPRD1 inv = inverse agonists of human mu-delta opioid receptor heterodimerization | P35372+P41143 | cell-based MOR-DOR heterodimer luminescence, inverse agonism | inhibition, % at 9.3 µM | actives 0.21% (n = 340,000); in the data active = inhibition above about 22%, passing the limit was not always enough;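 note: 0% = cells with DMSO and 100% = wells without cells with DMSO; values of inactives mirror those of a sister screen read the other way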
Target sequence (P35372 whole entry, looked up): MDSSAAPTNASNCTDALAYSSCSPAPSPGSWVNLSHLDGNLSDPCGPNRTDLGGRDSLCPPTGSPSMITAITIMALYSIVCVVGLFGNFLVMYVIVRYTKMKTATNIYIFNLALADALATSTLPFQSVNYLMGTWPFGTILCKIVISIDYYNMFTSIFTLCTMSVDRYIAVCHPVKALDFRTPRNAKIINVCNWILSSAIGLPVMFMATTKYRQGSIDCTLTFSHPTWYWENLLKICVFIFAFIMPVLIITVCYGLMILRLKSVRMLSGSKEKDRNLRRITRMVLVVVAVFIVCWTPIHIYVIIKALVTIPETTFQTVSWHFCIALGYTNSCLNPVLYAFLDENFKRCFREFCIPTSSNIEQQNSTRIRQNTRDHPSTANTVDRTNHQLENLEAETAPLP
Target sequence (P41143 whole entry, looked up): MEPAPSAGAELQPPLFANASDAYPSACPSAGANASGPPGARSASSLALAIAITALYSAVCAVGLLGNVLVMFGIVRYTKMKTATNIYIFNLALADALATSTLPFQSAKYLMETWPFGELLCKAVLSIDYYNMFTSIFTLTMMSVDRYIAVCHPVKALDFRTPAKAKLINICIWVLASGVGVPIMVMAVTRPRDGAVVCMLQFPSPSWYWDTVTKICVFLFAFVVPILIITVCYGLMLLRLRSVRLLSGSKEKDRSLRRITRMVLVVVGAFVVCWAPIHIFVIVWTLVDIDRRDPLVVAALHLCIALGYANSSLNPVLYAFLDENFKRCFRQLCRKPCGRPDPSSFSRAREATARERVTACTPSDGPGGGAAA
Arr AP2 block = inhibitors of human beta-arrestin and AP2 interaction; FITC-arrestin peptide / GST-AP2 beads, flow cytometry; AP2 beta2 appendage carries R879A mutation; inhibition, % at 10 µM; actives 0.31% (n = 340,000);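 active = inhibition above a set limit, near 3 SD of compounds lacking own fluorescence, cut at about 54% in these data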;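 note: plate controls were DMSO wells for no effect and 5 µM unlabelled arrestin peptide for full effect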
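System: GST-AP2 R879A glutathione beads; medium: PBS, Tween 20 0.05%, BSA 0.1%; reagent: fluorescein-tagged arrestin peptide at 50 nM final; schedule: pre-incubation 12 min, peptide binding 1 h, room temperature; detection: flow cytometry, FL1 (488/535 nm); read-out: inhibition as reduced fluorescein signal on beads, percent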
Cardiac RTF inh = cardiac RTF calcium desensitization; P19429+P45379; IANBD-labeled cardiac RTF, Ca2+ fluorescence; inhibition, % at 7.15 µM; actives 0.12% (n = 340,000); AID 493244;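 active = inhibition above the mean inhibition of all tested compounds plus 3 SD, cut at about 17% in these data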;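 note: assay run at fixed EC70 calcium of 1.6 mM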
RTF Ca sens act = increases calcium sensitivity of human cardiac regulated thin filaments | P19429+P45379 | IANBD-labeled TnC RTF fluorescence at EC20 calcium; 0% EC20 calcium, 100% full calcium | activation, % at 7.2 µM | actives 0.24% (n = 340,000) | AID 493008;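 active = activation above the mean over all tested compounds plus 3 SD, cut at about 30% in these data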;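 note: rise in fluorescence read as greater calcium sensitivity of cardiac thin filaments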
Keap1 Nrf2 FP = inhibitors of human Keap1-Nrf2 protein-protein interaction; actives 0.15% (n = 340,000); Q14145; inhibition, % at 9.4 µM; Keap1 Kelch-Nrf2 peptide fluorescence polarization, 1536-well; in the data active = inhibition above about 12%;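 note: human Keap1 Kelch domain with fluorescein labeled Nrf2 9mer peptide probe; 0% = neutral control wells and 100% = peptide positive control; higher means more block of Keap1 binding to Nrf2 peptide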
MOR-DOR ag = OPRM1-OPRD1 heterodimerization agonism | cells, luminescence | actives 0.3% (n = 340,000) | P35372+P41143 | activation, % at 9.3 µM | AID 504326; in the data active = activation above about 18%;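 note: 0% = vehicle-treated cells and 100% = reference agonist; values of inactives mirror those of a sister screen read the other way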
V-ATPase pH = yeast V-ATPase proton transport regulation by pHLuorin. actives 0.37% (n = 350,000). response, % at 10 µM. S. cerevisiae, pHLuorin cytosolic pH fluorescence; in the data active = response mostly above about 7.3%, no sharp cut-off; inactive = mostly below about 5.4%; note: actives read high; inactives centre near 0; some compounds called inactive have numbers as strong as hits; reference of the scale not given here
* hit, by the source's call; . = not tested or not shown.

Structure,Pemphigus Ab inh,Wnt bcat act,LANA DNA inh,OPRM1-OPRD1 inv,Arr AP2 block,Cardiac RTF inh,RTF Ca sens act,Keap1 Nrf2 FP,MOR-DOR ag,V-ATPase pH
CN(C(=O)c1ccc(S(=O)(=O)N2CCCCC2)cc1)C1CCS(=O)(=O)C1 (centres undefined),106,1,1.2,9,11,-9,-2,-2,-1.3,-3
Cc1ccc(S(=O)(=O)NC2=NCN(C3CCCCC3)CN2)cc1,98,-1,0.6,11,3,-12,5,3,-2.0,-3
CC(c1ccco1)N(C(=O)C12CC3(C)CC(C)(CC(C)(C3)C1)C2)c1ccccn1 (centres undefined),100,.,-1.5,0,32,8,-2,5,-0.1,13*
COC(=O)Cc1ccc(NC(=S)N2CCN(c3cc(Cl)ccc3C)CC2)cc1,101,0,0.0,.,2,.,.,1,.,0
COc1ccc(NC2=NCC(=O)N2Cc2cccs2)cc1,105,.,1.7,-8,31,3,8,1,1.5,11
COc1cccc(C2CC(c3ccccc3)=NN2S(=O)(=O)c2ccccc2)c1OC (centres undefined),103,0,-1.1,21,-12,6,-7,2,-4.4,0
COc1ccc(N2CCN(C(=O)c3ccc(NS(=O)(=O)c4ccc(F)c(F)c4)cc3)CC2)cc1,105,0,-3.5,-2,11,-2,0,1,0.3,-6
Cc1ccc(C(=O)NCCNc2ccc([N+](=O)[O-])cc2C(F)(F)F)cc1,106,-6,-0.9,3,-1,-10,1,-5,-0.5,2
CCOc1ccc(Nc2oc(Cc3ccccc3)nc2C#N)cc1,102,.,-2.1,0,19,-9,-9,-2,0.0,-3
O=C(CN1C(=O)CNC1=O)Nc1cc(Cl)cc(Cl)c1,94,-5,0.2,13,3,2,-3,0,-2.4,2
O=C(CN1CCN(Cc2ccccc2)C1=O)NCc1cccs1,97,1,0.0,11,25,-9,0,1,-1.8,3
COc1ccc(C(=O)COC(=O)Cn2cnc3ccccc3c2=O)c(OC)c1,93,-1,-0.8,19,-7,3,4,-2,-3.7,0
Cc1cc(NC(=O)CSc2nc(=O)n(CCCN(C)C)c3c2CCCC3)no1,102,2,-0.6,12,-7,-16,8,-1,-2.3,3
COc1ccc(/C=C(\NC(=O)c2cccs2)C(=O)NN)cc1OC,101,0,1.6,-2,0,2,-9,-6,0.4,-2
CC(=O)N/N=C(\C)c1cccc(C(F)(F)F)c1,109,-2,-0.1,-8,32,8,3,-5,1.7,-1
O=C(CSc1ccc(F)cc1)Nc1ccc(N2CCOCC2)cc1,108,3,-1.6,8,-1,5,0,0,-2.5,-4
Cc1ccc(S(=O)(=O)N(C)CC(O)Cn2c3ccccc3c3ccccc32)cc1 (centres undefined),97,.,-4.7,-38,10,-8,-5,0,6.8,-3
COC(=O)c1ccc(Cc2ccc(C(=O)OC)o2)o1,101,-16,1.1,3,-9,-4,-2,-2,-0.5,-1
CCOC(=O)N1CCN(C(=O)CS(=O)Cc2nc(-c3ccc(OC)c(OC)c3)oc2C)CC1 (centres undefined),92,-1,-0.2,11,4,-5,4,-10,-2.1,-2
Cc1ccc(C)n1NC(=O)c1ccc(Cl)cc1,97,.,0.6,4,-4,4,-5,1,-0.8,1
O=S(=O)(c1ccc(NC(=S)N/N=C/c2cccc(Oc3ccccc3)c2)cc1)N1CCOCC1,82,-13,-0.4,15,3,8,-1,-2,-2.3,5
CC1CCCN(C(=O)c2cc3c(=O)n4ccccc4nc3s2)C1 (centres undefined),106,12,-1.6,-1,27,13,3,4,0.2,-1
CC(C)N1CN(c2ccccc2)C(=S)N(c2ccccc2)C1,112,10,-1.7,11,10,-3,4,-4,-2.1,1
O=C1NC(=O)/C(=C\c2ccccc2OCc2ccc([N+](=O)[O-])cc2)N1,100,-2,0.2,2,3,-1,3,-9,-0.3,-1
COc1ccc(C(=O)COC(=O)COc2ccc(C)c(C)c2)cc1,115,-1,1.4,0,-6,-5,4,2,0.0,3
COC(=O)C1=C(C)N(Cc2ccccc2)C(=NCc2cccc(Cl)c2)N[C@H]1c1ccccc1,106,.,-0.1,-20,13,-1,-3,2,3.7,2
O=C1CC(C(=O)Nc2ccc(Cl)c(Cl)c2)S/C(=N\N=C\c2ccco2)N1 (centres undefined),104,-4,0.4,-9,15,-1,2,-2,1.7,-1
CCCC[C@@H](CNC)NC[C@H](Cc1ccc(O)cc1)NCCc1ccc(OCC)cc1,102,-7,0.9,10,34,2,-6,0,-1.6,-3
Cc1cc(C)nc(SCC(=O)Nc2ccc(S(=O)(=O)NCCO)cc2)n1,97,.,-0.4,9,14,-2,-7,2,-1.6,0
O=C(NCc1nnc(SCC(=O)N2CCCC2)o1)c1c(F)cccc1F,103,7,-1.4,12,-12,-7,0,-9,-1.8,-1
O=C(Cn1c2ccccc2c2nc3n(c(=O)c21)CCS3)Nc1ccccc1,102,-2,-1.8,7,24,-1,2,1,-1.5,0
Cc1ccccc1N1C(=O)CC(N2CCC(C(N)=O)CC2)C1=O (centres undefined),103,-2,-0.5,12,1,-1,-6,-2,-2.1,8
COc1ccc(-c2nnc3n2N=C(C)CS3)cc1OC,.,4,-1.8,5,6,-4,1,0,-1.0,-1
C[C@]12CC[C@@H]3c4cc(O)c(O)cc4CC[C@H]3[C@@H]1CC[C@@H]2O,94,-7,-8.9,-14,33,12,0,3,2.5,4
CCCNC(=O)Cn1nc(C(F)(F)F)c2c1CCCC2,.,10,-0.3,9,2,-1,-2,4,-1.4,5
COc1ccccc1-c1cc2ccccc2[nH]1,108,.,-0.1,-8,22,1,2,-4,1.5,-1

Arranged by molecular weight (smallest number first): part of the list above.
Structure,Pemphigus Ab inh,Wnt bcat act,LANA DNA inh,OPRM1-OPRD1 inv,Arr AP2 block,Cardiac RTF inh,RTF Ca sens act,Keap1 Nrf2 FP,MOR-DOR ag,V-ATPase pH
COc1ccccc1-c1cc2ccccc2[nH]1,108,.,-0.1,-8,22,1,2,-4,1.5,-1
COc1ccc(-c2nnc3n2N=C(C)CS3)cc1OC,.,4,-1.8,5,6,-4,1,0,-1.0,-1
O=C(Cn1c2ccccc2c2nc3n(c(=O)c21)CCS3)Nc1ccccc1,102,-2,-1.8,7,24,-1,2,1,-1.5,0

(listing goes on)
Structure,Pemphigus Ab inh,Wnt bcat act,LANA DNA inh,OPRM1-OPRD1 inv,Arr AP2 block,Cardiac RTF inh,RTF Ca sens act,Keap1 Nrf2 FP,MOR-DOR ag,V-ATPase pH
COC(=O)c1ccc(-n2c(C)cc(C(=O)CSc3cccc[n+]3[O-])c2C)cc1,98,1,-0.8,13,-6,-7,3,0,-2.6,12*
Cc1c(Br)c([N+](=O)[O-])nn1CC(=O)Nc1ccc(C(C)C)cc1,95,-1,13,-18,-15,-4,11,-6,3.9,6
OCC[C@H]1C[C@@H](O)[C@H](O)[C@]2(OCCc3ccccc32)O1,96,2,-1.3,8,32,-11,0,0,-1.4,5
COc1ccc(NS(=O)(=O)c2cn(C)cn2)cc1Cl,108,2,0.5,5,20,-1,-2,-2,-0.9,0
CCc1nnc(NC(=O)c2ccc(N3C(=O)CCC3=O)cc2)s1,102,4,-1.0,10,13,1,-1,0,-1.7,-3
O=C(NCCOc1cccc(Oc2ccccc2)c1)c1cc(-n2cnnc2)ccc1Cl,102,.,0.8,3,1,-5,-3,1,-0.5,4
Cc1ccc([N+](=O)[O-])cc1NC(=O)C(C)Sc1nnc(C)n1CC1CCCO1 (centres undefined),.,-4,0.0,15,-11,-20,-1,-2,-2.4,1
CCn1c(SCC(=O)Nc2nccs2)nnc1-c1ccco1,86,2,0.3,15,2,-6,-2,-4,-3.1,0
CC(=O)Nc1cc2c(cc1Cl)Cc1cc(Cl)ccc1-2,95,0,1.5,12,21,6,2,0,-2.8,-2
Cn1ncc2c(Nc3ccc([N+](=O)[O-])cc3)nc(Cl)nc21,90,-2,-1.4,-11,32,0,-6,1,2.0,-2
C[C@H](NC(=O)c1nc[nH]c1C(=O)NCC(=O)OCc1ccccc1)C(=O)OCc1ccccc1,98,-4,1.2,-5,4,-1,4,-1,0.8,-2
C#CCOCCOCCOCCNc1nc(N2CCN(C(=O)CCCCCCCCCCNC(=O)[C@H]([C@@H](C)CC)n3cc(CCCCN=C(N)N)nn3)CC2)nc(N2CCN(C(=O)CCCCCCCCCCNC(=O)[C@@H]([C@H](C)O)n3cc(C)nn3)CC2)n1,.,.,-1.9,-18,4,-2,11,-13,3.1,1
O=C(c1ccc2c(=O)n(Cc3ccccc3Cl)c(=S)[nH]c2c1)N1CCCC1,100,-1,-0.5,1,8,-12,8,0,-0.2,-3
O=C(CNC(=O)c1ccc(F)cc1)NCc1ccc(S(=O)(=O)N2CCOCC2)cc1,107,-5,-0.1,9,-14,0,-1,2,-1.3,-2
Clc1ccc(Cl)c(OCCCCNCc2ccccc2)c1,114,.,0.8,-44,9,-2,9,-3,8.8,-14
Cc1ccc2nsnc2c1NC(=S)NC(=O)c1ccco1,95,0,-0.6,8,20,10,0,3,-1.4,-1
COc1cccc(C(=O)N2c3cc(C)ccc3OCC2C(C)(C)C)c1 (centres undefined),.,1,1.1,-19,-10,2,-8,2,4.1,-1
COc1cccc(/C=N/n2c(N)c(S(=O)(=O)c3cccs3)c3nc4ccccc4nc32)c1,84,.,-1.1,16,-3,-3,2,-4,-3.7,2
CCOC(=O)CC1C(=O)NCCN1C(=O)c1ccc(C)cc1 (centres undefined),108,1,1.3,15,-10,3,3,-8,-3.2,-1
O=c1c2ccc([N+](=O)[O-])cc2ncn1Cc1ccccc1C(F)(F)F,118,-2,-0.8,-85,39,-3,-3,3,16,-2
O=C(NC1CCN(Cc2ccccc2)CC1)c1cn(-c2ccccc2)nc1-c1cccnc1,104,-2,-1.2,-16,28,-3,-7,6,2.4,-1
CCCCC(CC)CNC(=O)C(Cc1ccccc1)NS(=O)(=O)c1ccc2c(c1)CCC(=O)N2 (centres undefined),97,0,-0.8,-12,-6,-11,1,-3,2.1,2
CCOC(=O)CSc1nc2cc(OC)ccc2cc1C#N,106,67*,2.6,6,23,-1,-4,-1,-0.9,-2
CCCOc1ccccc1N1C(=O)CC(N2CCOCC2)C1=O (centres undefined),97,-3,-0.6,7,0,-7,6,6,-1.3,0
CCOC(=O)c1cnc2c(C(F)(F)F)cccc2c1NCCCN1CCOCC1,102,-2,-1.5,-1,5,2,-5,0,0.3,-2
CCCN(C(=O)CCCSc1nc2ccccc2[nH]1)c1c(N)n(Cc2ccccc2)c(=O)[nH]c1=O,110,0,1.3,10,-9,-25,-13,7,-2.0,-4
COc1cccc(N2C(=O)C3CCCN3C2c2ccc(F)cc2)c1 (centres undefined),108,-3,0.3,14,-10,-7,-2,-4,-2.2,7
CC12C=CC3(CN(Cc4ccccc4)C(=O)C3C1C(=O)NCc1ccco1)O2 (centres undefined),110,-5,0.4,-1,5,-20,-4,-2,0.1,17*
CC(NC(=O)c1cc(-c2ccccn2)nc2ccc(Cl)cc12)C1CCCO1 (centres undefined),101,-1,1.9,4,-14,-1,-5,-5,-0.7,5

Screens from PubChem BioAssay.
